# NCOA2 inhibitor: inhibits human steroid receptor coactivator 2. inhibition, % at 9 µM. hit rate 0.17% among 370,000. Q15596. AID 651957. HEK293 GAL4-SRC2 luciferase reporter, luminescence;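 active = inhibition above the mean inhibition of all tested compounds plus 3 SD, set per campaign, cut at about 52% in these data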;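 also: 0% = DMSO treated cells and 100% = cells given Gossypol at 36 µM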
# Target sequence (Q15596 whole entry, looked up, the tested form may be a part): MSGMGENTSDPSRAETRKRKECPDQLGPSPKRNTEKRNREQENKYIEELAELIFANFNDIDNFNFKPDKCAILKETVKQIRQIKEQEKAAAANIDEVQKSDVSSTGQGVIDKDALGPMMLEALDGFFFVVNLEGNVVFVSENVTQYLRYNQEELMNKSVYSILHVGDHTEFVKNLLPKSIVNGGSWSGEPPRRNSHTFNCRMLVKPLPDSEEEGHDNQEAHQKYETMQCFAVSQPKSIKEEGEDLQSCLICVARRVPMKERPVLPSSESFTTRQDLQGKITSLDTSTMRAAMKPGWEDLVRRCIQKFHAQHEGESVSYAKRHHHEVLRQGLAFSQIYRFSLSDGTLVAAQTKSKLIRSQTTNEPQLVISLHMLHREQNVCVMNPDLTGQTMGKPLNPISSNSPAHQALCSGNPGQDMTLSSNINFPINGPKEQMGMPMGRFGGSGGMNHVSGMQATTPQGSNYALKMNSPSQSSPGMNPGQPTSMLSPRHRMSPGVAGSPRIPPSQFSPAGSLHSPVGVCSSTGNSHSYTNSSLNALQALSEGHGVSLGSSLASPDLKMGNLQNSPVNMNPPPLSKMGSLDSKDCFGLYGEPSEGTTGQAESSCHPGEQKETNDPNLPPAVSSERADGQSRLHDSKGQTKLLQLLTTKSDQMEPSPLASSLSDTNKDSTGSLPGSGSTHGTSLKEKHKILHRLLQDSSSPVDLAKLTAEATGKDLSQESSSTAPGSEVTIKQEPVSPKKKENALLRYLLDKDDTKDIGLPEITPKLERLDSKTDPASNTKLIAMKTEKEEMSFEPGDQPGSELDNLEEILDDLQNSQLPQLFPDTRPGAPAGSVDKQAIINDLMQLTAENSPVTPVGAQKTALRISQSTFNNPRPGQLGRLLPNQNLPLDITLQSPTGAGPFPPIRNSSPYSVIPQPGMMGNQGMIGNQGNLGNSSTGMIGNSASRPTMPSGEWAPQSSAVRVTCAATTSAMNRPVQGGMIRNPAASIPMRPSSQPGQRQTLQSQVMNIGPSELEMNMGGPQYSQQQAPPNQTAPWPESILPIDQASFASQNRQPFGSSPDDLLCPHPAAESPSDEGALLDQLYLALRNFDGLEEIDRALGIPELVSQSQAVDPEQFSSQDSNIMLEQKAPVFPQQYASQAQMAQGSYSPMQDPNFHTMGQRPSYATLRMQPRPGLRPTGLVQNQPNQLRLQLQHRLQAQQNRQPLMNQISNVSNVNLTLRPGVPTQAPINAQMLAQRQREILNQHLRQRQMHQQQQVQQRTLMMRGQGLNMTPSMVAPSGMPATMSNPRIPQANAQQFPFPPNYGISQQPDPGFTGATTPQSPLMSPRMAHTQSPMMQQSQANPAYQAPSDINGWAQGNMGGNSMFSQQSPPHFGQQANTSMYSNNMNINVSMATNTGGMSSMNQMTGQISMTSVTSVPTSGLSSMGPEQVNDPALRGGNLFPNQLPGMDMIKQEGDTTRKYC
# NR2F2 inh: blocks human COUP-TFII nuclear receptor. P24468. HEK293T NGFI-A luciferase reporter, luminescence. inhibition, % at 8.6 µM. hit rate 0.7% among 370,000. AID 686940;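 active = inhibition above a per-plate cutoff, mean inhibition of test wells between control levels plus 3 SD, cut at about 38% in these data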;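 also: cells cotransfected with COUP-TFII expression vector driving the NGFI-A reporter; 0% = median of COUP-TF2 test wells and 100% = reporter-only cells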
# TWEAK Fn14 block: inhibitors of TWEAK-Fn14 interaction signaling; AID 1159606; inhibition, % at 10 µM; TWEAK-stimulated Fn14 reporter cells, luciferase luminescence, 8 h; hit rate 2% among 360,000; in the data active = inhibition above about 50%
# NCOA3 inh: human NCOA3 inhibition | hit rate 0.17% among 360,000 | inhibition, % at 3.6 µM | HEK293 GAL4-SRC3 luciferase reporter, luminescence;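 active = inhibition above a per-campaign cutoff, the mean of all compounds plus 3 SD, cut at about 60% in these data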;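 also: 0% = DMSO-treated cells and 100% = gossypol-treated cells at 36 µM; higher means less SRC3-driven luciferase light from the GAL4 reporter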
# C8 TRAIL sens: caspase-8 TRAIL sensitization | NB7+C8 cells + TRAIL, ATPlite viability luminescence | inhibition (viability loss, TRAIL sensitization), % at 10 µM | hit rate 1% among 360,000 | AID 624354;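 active = compounds causing at least 50% loss of cell viability in the single-dose screen, relative to plate controls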
# TROY NFkB inh: inhibitors of TROY-dependent NF-kB signaling; inhibition, % at 10 µM; hit rate 0.98% among 360,000; Q293 LMP1-TROYcd NF-kB luciferase reporter, 4 h; AID 1347056;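 active = compounds whose plate-normalised and pattern-corrected inhibition of the luciferase reporter signal at the single screening dose is 50% or more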
# CF NFkB inh: blocks PAF-induced NF-kB reporter in cystic fibrosis cells; KKLEB NF-kB-GFP reporter, GFP fluorescence overnight; inhibition, % at 5 µM; hit rate 0.86% among 360,000;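 active = at least 50% inhibition at 5 µM, scaled per plate between neutral and stimulator controls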;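 also: PAF is a Pseudomonas aeruginosa culture filtrate used as stimulus; plate controls were PAF-stimulated DMSO wells for no effect and unstimulated DMSO wells for full effect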
# NR5A2 inv ag: NR5A2 inverse agonism in reporter assay; inhibition, % at 3.6 µM; O00482; hit rate 0.13% among 360,000; HEK293T StAR-luciferase reporter, LRH-1 transfected, 24 h;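 active = inhibition above the mean inhibition of all tested compounds plus 3 SD, cut at about 73% in these data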;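 also: 0% = DMSO wells and 100% = reporter-only cells lacking LRH-1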
# KKLEB cytotox: CF airway cell cytotoxicity counter-screen; KKLEB CF airway cells viability, ATPlite luminescence, overnight; stronger effect = lower value; cells stimulated with P. aeruginosa culture filtrate; activity change (cytotoxicity), % at 5 µM; hit rate 0.36% among 360,000; AID 602141;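 active = corrected activity change at or below -50% at 5 µM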
# NCOA1 inh: human NCOA1 inhibition; Q15788; HEK293 GAL4-SRC1 luciferase reporter, luminescence; inhibition, % at 3.6 µM; hit rate 0.12% among 360,000; AID 588354;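 active = inhibition above the campaign mean plus 3 SD, with each screening campaign given its own cutoff, cut at about 60% in these data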;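 also: 0% = DMSO treated cells and 100% = gossypol at 36 µM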
# LMP1 NFkB inh: Epstein-Barr LMP1 NF-kappaB reporter inhibition; LMP1-induced NF-kappaB luciferase reporter cells, luminescence; inhibition, % at 12.5 µM; hit rate 0.69% among 350,000; AID 504558; in the data active = inhibition above about 41%;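 also: 0% = neutral control wells and 100% = reference inhibitor control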
# Active calls of the source: *; nt = not tested or not shown; & = joins results of further samples.
structure,NCOA2 inhibitor,NR2F2 inh,TWEAK Fn14 block,NCOA3 inh,C8 TRAIL sens,TROY NFkB inh,CF NFkB inh,NR5A2 inv ag,KKLEB cytotox,NCOA1 inh,LMP1 NFkB inh
Brc1ccccc1OCCN1CCOCC1,-19,-4,19,-15,-13,0,12,4,-2,2,2
COC(=O)NC(=S)Nc1ccc(Oc2ccc(Cl)cc2Cl)c(Cl)c1,-14,-4,28,7,10,-11,-2,9,-11,17,-10
COC(=O)C(C)Sc1nc2c(cnn2-c2ccccc2)c(=O)[nH]1 (stereo unspecified),-12,14,2,15,5,-7,13,16,-24,9,-8
Cn1nnc(NC(=O)c2ccc([N+](=O)[O-])cc2Cl)n1,-10,-11,2,8,2,0,2,-4,-3,-8,-4
COC(=O)c1cccc(NC(=O)CSc2nnc(C3CC3)n2C)c1,2,3,36,8,11,-5,-1,-4,16,15,1
CCCn1c(-c2ccc[nH]c2=O)nc2cc(C)c(C)cc21,-37,-37,-30,-50,7,-38,-7,-67,5,-79,-10
COc1ccc(C(CNC(=O)c2cccc(S(=O)(=O)Nc3ccc(F)cc3)c2)N2CCOCC2)cc1 (stereo unspecified),-21,-6,8,-4,-8,1,1,-12,9,4,-7
CC(O)CN(Cc1ccc(Cl)cc1)CC(C)O (stereo unspecified),-11,22,23,8,0,5,15,-4,6,3,-12

# Quoted at random: five entries already listed
structure,NCOA2 inhibitor,NR2F2 inh,TWEAK Fn14 block,NCOA3 inh,C8 TRAIL sens,TROY NFkB inh,CF NFkB inh,NR5A2 inv ag,KKLEB cytotox,NCOA1 inh,LMP1 NFkB inh
COC(=O)C(C)Sc1nc2c(cnn2-c2ccccc2)c(=O)[nH]1 (stereo unspecified),-12,14,2,15,5,-7,13,16,-24,9,-8
COc1ccc(C(CNC(=O)c2cccc(S(=O)(=O)Nc3ccc(F)cc3)c2)N2CCOCC2)cc1 (stereo unspecified),-21,-6,8,-4,-8,1,1,-12,9,4,-7
Brc1ccccc1OCCN1CCOCC1,-19,-4,19,-15,-13,0,12,4,-2,2,2
Cn1nnc(NC(=O)c2ccc([N+](=O)[O-])cc2Cl)n1,-10,-11,2,8,2,0,2,-4,-3,-8,-4
CCCn1c(-c2ccc[nH]c2=O)nc2cc(C)c(C)cc21,-37,-37,-30,-50,7,-38,-7,-67,5,-79,-10

# Further records follow:
structure,NCOA2 inhibitor,NR2F2 inh,TWEAK Fn14 block,NCOA3 inh,C8 TRAIL sens,TROY NFkB inh,CF NFkB inh,NR5A2 inv ag,KKLEB cytotox,NCOA1 inh,LMP1 NFkB inh
Cc1cccc(NC(=O)CN2C(=O)N/C(=C/c3cc(C)n(-c4cccnc4)c3C)C2=O)c1,-38,-8,-4,8,1,-10,-26,8,17,-10,5
CSCCC(NC(=O)c1cccc(S(=O)(=O)N2CCOCC2)c1)c1nc2ccccc2[nH]1 (stereo unspecified),-42,-5,-8,14,-6,-2,10,8,-4,-14,0
CCn1nc(C(=O)N2CCc3ccccc32)c2ccccc2c1=O,-19,-1,7,5,0,14,8,-16,-2,5,0
COC(=O)c1cc(NC(=O)CC2C(=O)NCCN2C(=O)c2ccc(F)cc2)cc(C(=O)OC)c1 (stereo unspecified),-15,12,-3,12,4,-3,5,-6,-13,-25,2
COc1ccccc1CN1C(=O)[C@@H]2Cc3c([nH]c4ccccc34)C(C)(C)N2C1=O,23,19,39,12,1,33,21,-17,-16,4,-9
Cc1cccc(NC(=O)CCN2CCN(C)CC2)c1,7,8,-14,17,-6,-17,-14,-15,12,2,0
CC1(C(=O)Nc2ccc3c(c2)OCCO3)CCN1Cc1ccccc1OC(F)F (stereo unspecified),12,12,-27,-2,-6,-11,19,5,-2,6,nt
Cc1ccc(CNC(=O)c2ccc(N3CCC4(CC3)CC(c3cccc(Br)c3)=NO4)c(NC(=O)c3ccccc3)c2)cc1,16,-53,-35,5,18,-16,9,5,-12,-5,2
COc1cc2oc(=O)cc(CN3CCN(c4ccccc4F)CC3)c2cc1Cl,5,8,-6,6,4,3,0,-30,-3,6,nt
Cc1oc(S(=O)(=O)N2CCOCC2)cc1C(=O)Nc1ccc(F)cc1,-29,14,4,12,-12,-24,9,-15,-5,21,-4
CCOc1ccc(CCNC(=O)Cn2nc(C)n3cccc3c2=O)cc1OCC,nt,nt,3,2,-14,-4,1,-11,-7,-42,-7
Cc1cc(C)n(C(=O)C2CCCN2S(=O)(=O)c2ccc(Cl)cc2)n1 (stereo unspecified),-13,22,1,9,-1,13,10,8,12,10,-7
Cc1ccccc1-c1c(C)oc2cc(O)ccc2c1=O,0,4,11,6,-6,6,11,25,0,-4,0
CC(C)CC(=O)C(=O)O,0&-21,-6&-30,0&8,13&9,-4&5,4&-9,-12&13,-29&21,0&7,-9&-8,7&1
CCOC(=O)N1CCN(C(=O)CCCn2c(=S)[nH]c3ccccc3c2=O)CC1,-23,6,6,-2,8,4,0,9,3,-5,9
O=C(CN1C(=O)C2CCCCC2C1=O)Nc1cc(C(F)(F)F)ccc1N1CCCC1 (stereo unspecified),-12,2,-5,5,-5,-4,-19,8,7,1,7
O=C(Nc1cccc(Br)c1)c1ccc2snnc2c1,-1,-9,-5,-12,-22,-45,8,-39,-15,-21,3
O=C(COc1cccnc1[N+](=O)[O-])N1CCc2ccccc2C1,20,0,-2,-2,3,12,1,-3,-5,0,-7
CCOP(=O)(OCC)C(C)(C)NC(=O)Nc1ccc(Cl)c(Cl)c1,-11,-3,2,24,18,4,-12,-18,-1,14,7
Cc1cccc(C)c1NC(=S)N/N=C/c1ccc(C(=O)O)cc1,-27,17,1,18,4,2,-32,-17,11,0,-4
CC(=O)c1cccc(-c2cnc3c(NC=O)cc(-c4ccc(F)cc4)cn23)c1,-5,-9,3,-16,-19,3,-4,-1,-15,-9,nt
CCC(=O)c1c(NCCc2ccccc2)cc(C)oc1=O,-8,16,16,3,3,3,-3,12,6,9,1
COc1ccccc1/C=C1\SC(=S)N(CCC(=O)NNC(=O)c2ccccc2O)C1=O,nt,nt,21,-3,13,3,2,-12,-27,-18,14
Cc1ccnc(NC(=O)c2cc3cc(F)ccc3s2)c1,-73,-34,41,-110,33,-12,-4,-123,-14,-109,-27
O=C(NCC(=O)N(Cc1ccccc1)C(C(=O)NCC1CCCO1)c1ccccc1)c1cccs1 (stereo unspecified),-2,1,19,29,15,9,0,20,-7,9,-2
COc1ccc(/C=N/Nc2nonc2N)cc1OC,-17,-12,-18,-1,0,-4,14,-23,-11,-55,13
CCOP(=O)(OCC)/C(=N/OC(=O)c1ccc(Cl)cc1Cl)C(N)=O,-14,7,29,18,7,-10,-8,-6,13,1,-7
Nc1c(C(=O)N2CCOCC2)oc2ccccc12,-14,-2,1,-3,-8,11,-10,0,-28,-2,3
COc1ccc(NC(=O)Cn2nnc(C(=O)NCc3cccs3)c2N)c(OC)c1,-8,7,-5,8,-11,-10,0,-7,-9,3,-9
Cc1ccc(S(=O)(=O)N2CCN(C(=O)CC(C)C)CC2)cc1,-16,7,2,13,-3,3,-6,-13,5,-19,-11
CCOC(=O)[C@@H]1[C@H]2COc3ccccc3[C@@H]2N2C(=O)N(c3cccc(Cl)c3)C(=O)[C@@]12C,-4,5,9,1,2,-29,12,3,12,0,-1
COc1ccc(C(=O)Nc2ccc(S(=O)(=O)N3CCCC3)cc2)cc1[N+](=O)[O-],-5,-18,-4,-1,-8,15,-9,32,-3,-6,-6

# Three successive entries out of the list so far, quoted:
structure,NCOA2 inhibitor,NR2F2 inh,TWEAK Fn14 block,NCOA3 inh,C8 TRAIL sens,TROY NFkB inh,CF NFkB inh,NR5A2 inv ag,KKLEB cytotox,NCOA1 inh,LMP1 NFkB inh
COc1ccc(NC(=O)Cn2nnc(C(=O)NCc3cccs3)c2N)c(OC)c1,-8,7,-5,8,-11,-10,0,-7,-9,3,-9
Cc1ccc(S(=O)(=O)N2CCN(C(=O)CC(C)C)CC2)cc1,-16,7,2,13,-3,3,-6,-13,5,-19,-11
CCOC(=O)[C@@H]1[C@H]2COc3ccccc3[C@@H]2N2C(=O)N(c3cccc(Cl)c3)C(=O)[C@@]12C,-4,5,9,1,2,-29,12,3,12,0,-1

# Next entries follow.
structure,NCOA2 inhibitor,NR2F2 inh,TWEAK Fn14 block,NCOA3 inh,C8 TRAIL sens,TROY NFkB inh,CF NFkB inh,NR5A2 inv ag,KKLEB cytotox,NCOA1 inh,LMP1 NFkB inh
O=S(=O)(Nc1nc2ccccc2nc1N1CCN(c2ccccc2)CC1)c1ccc(F)cc1,-8,4,14,2,16,11,19,17,-11,14,-7
C=CCN1C(=O)c2ccccc2C1(O)Cc1ccccc1 (stereo unspecified),2,16,11,12,-23,-18,-12,9,0,4,-6
O=C(COc1ccccc1)OCC(=O)c1ccc(S(=O)(=O)N2CCCCC2)cc1,-10,1,11,-29,-6,7,4,7,15,-16,-3
CCCCN1CC(C(=O)NCc2ccc(C)cc2)CC1=O (stereo unspecified),-8,15,4,-1,5,9,6,10,-7,-24,-3
COc1ccc(NC(=O)COC(=O)c2ccccc2SCC(=O)N2CCCC2)cc1,-38,-1,-6,-27,1,-33,2,-16,13,-17,-9
CCOC(=O)c1sc(NC(=O)CCN2CCN(C)CC2)c(C(=O)OCC)c1C,11,-3,18,0,24,-6,-28,12,-3,-10,-5
Cc1ccc(S(=O)(=O)N2CCOCC2)cc1NC(=O)CNC1CCCC1,-26,10,13,2,2,-11,7,-12,-3,11,-4
CN(C)S(=O)(=O)c1ccc(Cl)c(C(=O)NCc2ccco2)c1,nt,nt,-7,-12,-5,-5,6,-3,-6,8,-7
CNC(=S)N(Cc1cc2cc(OC)c(OC)cc2[nH]c1=O)C1CCCC1,14,17,16,23,0,-4,10,-5,-2,-8,0
C#CCOCCOCCOCCNc1nc(N2CCN(C(=O)[C@H]([C@@H](C)CC)n3cc([C@@H](N)Cc4ccc(O)cc4)nn3)CC2)nc(N2CCN(C(=O)[C@H]([C@@H](C)CC)n3cc([C@@H](N)Cc4ccc(O)cc4)nn3)CC2)n1,-10,0,12,-7,-15,7,-15,-24,12,-2,-4
Nc1nc(Br)c2c(F)cccc2c1-c1ccc(F)cc1,9,-2,4,8,-2,14,41,-5,-20,-2,8
O=S(=O)(c1ccc(Br)cc1)N1CCC(c2nc3ccccc3[nH]2)CC1,-13,16,-6,23,22,2,3,-18,3,13,15
CCN(NC(=O)C(O)(c1ccc(F)cc1)c1ccc(F)cc1)C(=O)c1ccccc1,-5,-7,0,15,12,-3,0,7,-8,11,12

# Bioassay records deposited in PubChem BioAssay by several laboratories.
